Screening data from PubChem.
AddAB inh = growth inhibition of E. coli expressing H. pylori AddAB, primary screen, AddAB inhibitor project, absorbance | inhibition, % at 11.9 µM | 330,000 compounds, 0.29% hits | AID 435030, 2010; in the data active = inhibition above about 12%;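 also: 0% = vehicle wells of infected cells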
Wnt act = Wnt/beta-catenin pathway activators, primary screen, cell-based, plate reader, single point; Wnt/beta-catenin reporter cell assay, activator; 300,000 compounds, 1.2% hits; activation, % at 9.35 µM; in the data active = activation above about 30%, passing the limit was not always enough;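 also: 0% = neutral control wells and 100% = positive control wells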
PfHsp90 yeast 2 = growth inhibition of PfHsp90-expressing yeast, primary screen, antimalarial PfHsp90 inhibitor project, S. cerevisiae, BacTiter-Glo luminescence, single point, set 2. inhibition, % at 9.4 µM. 310,000 compounds, 0.32% hits. BacTiter-Glo ATP, 48 h; yeast lacking PDR1 and PDR3 efflux regulators;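 active = every replicate shows inhibition above about 80%, whatever the replicate mean, limit read from the data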;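 also: 0% = DMSO neutral controls and 100% = 20 µM radicicol positive controls; yeast relying on Plasmodium falciparum Hsp90 in place of its own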
DAGLB inhibitor = DAGLB lipase inhibitors, primary screen, biochemical, fluorescence, HTS; Diacylglycerol lipase-beta (Homo sapiens), Q8NCG7; HEK293T DAGLB membrane lysate, EnzChek fluorogenic substrate; inhibition, % at 5.17 µM; 340,000 compounds, 0.059% hits; AID 504411, 2011; in the data active = inhibition above about 34%;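 also: 0% = enzyme with vehicle and 100% = wells lacking enzyme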
Target sequence (Q8NCG7 whole entry, looked up): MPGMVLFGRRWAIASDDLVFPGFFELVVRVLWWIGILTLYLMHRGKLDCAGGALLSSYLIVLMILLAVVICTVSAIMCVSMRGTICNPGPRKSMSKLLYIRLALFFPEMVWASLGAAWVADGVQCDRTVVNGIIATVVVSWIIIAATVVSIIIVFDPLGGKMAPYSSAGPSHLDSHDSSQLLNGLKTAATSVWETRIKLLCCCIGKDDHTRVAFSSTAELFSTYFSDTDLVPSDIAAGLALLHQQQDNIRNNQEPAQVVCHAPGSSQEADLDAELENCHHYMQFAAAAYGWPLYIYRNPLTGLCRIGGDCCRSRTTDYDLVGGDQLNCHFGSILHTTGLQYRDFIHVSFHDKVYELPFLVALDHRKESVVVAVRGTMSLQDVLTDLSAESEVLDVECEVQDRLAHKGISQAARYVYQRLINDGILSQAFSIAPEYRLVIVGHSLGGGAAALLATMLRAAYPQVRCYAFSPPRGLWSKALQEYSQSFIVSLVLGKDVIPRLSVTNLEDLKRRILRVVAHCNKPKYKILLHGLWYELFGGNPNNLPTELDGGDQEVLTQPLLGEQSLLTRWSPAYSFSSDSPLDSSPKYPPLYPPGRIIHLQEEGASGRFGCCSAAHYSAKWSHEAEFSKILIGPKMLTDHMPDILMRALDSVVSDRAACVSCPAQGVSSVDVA
Ecoli viability = E. coli V3065 growth inhibition, primary screen, counter-screen for AddAB inhibitor project, absorbance, OD600; 18 h; 330,000 compounds, 0.27% hits; inhibition, % at 11.9 µM;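 active = inhibition above the campaign's mean inhibition across all tested compounds plus 3 SD, cut at about 9.9% in these data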;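 also: uninfected addAB+ strain grown without phage in ampicillin broth; 0% = DMSO wells and 100% = ciprofloxacin 0.95 µg/ml wells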
Tat export inh = E. coli Tat export inhibitors, primary screen, MC4100, TorA-mCherry reporter, fluorescence, single point; inhibition, % at 10 µM; AID 488895, 2010; 340,000 compounds, 0.036% hits;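 active = mean replicate inhibition at least 50% and at least half of replicates individually reaching 50%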;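 also: exported cargo escapes ClpAP degradation while cytoplasmic cargo is degraded and loses fluorescence; 0% = median of neutral control wells and 100% = median of NaSCN control wells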
phage Ecoli inh = growth loss of phage-infected E. coli, primary screen, RecBCD inhibitor project, absorbance, with phage, HTS; 360,000 compounds, 0.26% hits; inhibition, % at 11.9 µM; in the data active = inhibition above about 11%
CAL PDZ inh = CAL PDZ peptide-binding inhibitors, primary screen, biochemical, fluorescence polarization, Cer-tagged CAL PDZ, HTS; Golgi-associated PDZ and coiled-coil motif-containing protein (Homo sapiens), Q9HD26; purified CAL PDZ, TMR-peptide fluorescence polarization, 1 h; inhibition, % at 20 µM; 330,000 compounds, 0.02% hits;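 active = highest replicate inhibition of at least 40%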;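 also: plate controls were DMSO neutral control wells for no effect and unlabeled competitor peptide control wells for full effect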
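Test system: tagged CAL PDZ domain / Buffer or medium: sodium phosphate/NaCl buffer pH 7.4 with TCEP, IgG, Thesit / Reagent: TMR-labelled reporter peptide T*-PRC34 bound in PDZ groove / Compound dosing: single point, 20 µM / Schedule: 1 h incubation at room temperature before polarization reading / Technique: fluorescence polarization (mP) / Benchmarks: unlabelled peptide, DMSO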
Rtt109 HAT inh = inhibitors of C. albicans Rtt109/Vps75 HAT, primary screen, biochemical, ThioGlo CoA-SH fluorescence, plate reader | purified Rtt109/Vps75, 4 h | 330,000 compounds, 0.16% hits | Histone acetyltransferase RTT109 (Candida albicans (strain SC5314 / ATCC MYA-2876)), … | inhibition, % at 34.9 µM;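 active = inhibition of at least 50% in every replicate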
Target sequence (Q5AAJ8 whole entry, looked up): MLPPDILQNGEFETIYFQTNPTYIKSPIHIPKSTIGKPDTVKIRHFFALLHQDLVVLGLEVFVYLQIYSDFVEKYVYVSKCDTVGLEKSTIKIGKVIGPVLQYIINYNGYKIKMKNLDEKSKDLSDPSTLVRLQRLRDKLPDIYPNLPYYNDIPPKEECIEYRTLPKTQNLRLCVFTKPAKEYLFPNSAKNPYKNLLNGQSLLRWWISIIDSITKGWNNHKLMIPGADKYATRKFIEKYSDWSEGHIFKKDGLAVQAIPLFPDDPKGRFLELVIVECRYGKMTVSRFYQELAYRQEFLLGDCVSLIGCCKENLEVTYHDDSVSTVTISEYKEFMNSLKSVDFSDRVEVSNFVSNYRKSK
PvdQ acylase = P. aeruginosa PvdQ acylase inhibitors, primary screen, biochemical, fluorescence, plate reader and imaging, single point | PvdQ acylase [Pseudomonas aeruginosa LESB58] | purified PvdQ acylase | inhibition, % at 10 µM | 340,000 compounds, 0.063% hits | AID 488965, 2010; in the data active = inhibition above about 30%, passing the limit was not always enough;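 also: 0% = vehicle neutral wells and 100% = reference inhibitor wells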
Starred values were filed as active, the others as inactive; nt = no result given.

molecule,AddAB inh,Wnt act,PfHsp90 yeast 2,DAGLB inhibitor,Ecoli viability,Tat export inh,phage Ecoli inh,CAL PDZ inh,Rtt109 HAT inh,PvdQ acylase
Cc1cc(N)n(-c2ccc(Cl)cc2)n1,4.9,1,13,-1,0.5,-1,2.3,nt,-3,-1
CN(CC(=O)OCC(=O)Nc1ccccc1)S(=O)(=O)c1ccc(Cl)cc1,1.1,nt,-13,-9,-0.9,2,2.5,-1.8,3,-15
CC(=O)OCc1c(C(F)(F)F)nn(C)c1Sc1ccccc1,3.1,-5,21,-9,-2.1,5,1.6,0.6,-9,-18
CCOC(=O)c1cnc(SCC(=O)N2CCC(C(N)=O)CC2)nc1N,-0.8,0,-78,4,2.9,0,4.5,-1.2,-1,-4
Cc1cccc(OCC(=O)NCC(C)(C)N2CCOCC2)c1,2.8,0,7,1,2.5,-4,-0.7,-1.5,0,-3
Cc1c(C)c(C)c(S(=O)(=O)N2CCC3(CC2)OCCO3)c(C)c1C,0.1,0,-3,-8,0.6,8,3.1,-2.8,1,-7
O=C(CSc1nnc(CNC(=O)c2cccc(C(F)(F)F)c2)o1)NC1CCCCC1,-0.7,-1,-2,1,-1.0,1,-0.6,-1.2,-9,2
Cc1occc1C(=O)Nc1sccc1C(N)=O,3.3,6,6,0,0.8,1,1.3,-3.7,-1,-4
Cc1nn(Cc2ccccc2)c(C)c1C(=O)NCC(c1cccs1)N1CCOCC1 (configuration not stated),2.8,1,nt,3,1.5,5,4.0,-2.9,-2,-5
CC(=O)c1cccc(S(=O)(=O)NCC(C)(C)N2CCOCC2)c1,1.3,-3,-8,-2,1.3,-7,-1.2,-0.2,2,-21
COc1ccc(Cl)cc1NC(=O)Cn1nnc(C(=O)NCc2ccc3c(c2)OCO3)c1N,1.0,-2,1,0,-2.9,-2,2.8,0.0,-11,3
O=C(Cc1ccccc1)NCCc1ccc(Cl)cc1Cl,6.5,nt,-2,-2,-2.8,-11,nt,-0.4,2,-11
O=C(Cn1c(=O)n(CC2CCCO2)c(=O)c2ccccc21)c1ccccc1 (configuration not stated),3.2,1,16,1,-2.0,1,2.3,-0.9,-1,-8
CCOC(=O)c1cc2c(=O)n3ccccc3nc2n(Cc2ccco2)c1=NC(=O)c1cccc(OC)c1,3.5,2,-7,2,-0.9,7,0.1,-0.5,-90,-9
CNC(=O)CSc1nnc(-c2ccco2)n1-c1cccc(OC)c1,1.8,0,-12,-1,2.6,-3,-0.7,0.4,-3,-18
Cc1cc(CNC(=O)c2cc(COc3ccc(F)c(F)c3)on2)nn1C,4.6,29,-6,-1,0.3,12,5.4,-0.9,-4,-9
N#Cc1cccc(NC(=O)COC(=O)c2ccccc2Sc2ccccc2C#N)c1,2.7,-3,11,-3,1.0,-7,1.0,-5.5,-10,7
O=C(CN(C(=O)CCC(=O)Nc1nccs1)c1ccc(F)cc1)NCCc1ccccc1,0.8,13,-31,1,0.0,-8,2.3,-3.0,1,-11
COc1ccc(Cl)cc1N1CC(C(=O)Nc2nccs2)CC1=O (configuration not stated),1.0,nt,0,-1,1.2,-5,0.7,0.2,8,-8
Cc1cc(C)c2c(CN3CCN(Cc4ccc5c(c4)OCO5)CC3)cc(=O)oc2c1,2.1,nt,-11,-2,-1.7,-5,4.1,-1.2,-2,-5
CN(Cc1cccs1)C(=O)CCc1c[nH]c2ccccc12,1.0,12,-18,-2,1.1,3,-1.1,-3.5,5,2
CN(C)S(=O)(=O)c1cccc(NC(=O)CCCSc2ccccc2)c1,1.1,-2,-2,-3,-3.7,5,2.3,-6.0,7,-5
COc1ccc(NC(=O)C2CCCN2S(=O)(=O)c2cccc3cccnc23)c(OC)c1 (configuration not stated),4.3,-3,102*,4,-1.3,-3,2.6,-0.4,-16,-10
CCCCN(C(=O)CSc1nncn1-c1ccccc1OC)c1c(N)n(Cc2ccccc2)c(=O)[nH]c1=O,-0.6,-1,8,2,1.2,3,3.4,-2.5,11,-8
O=C(Nc1ccc2c(c1)OCO2)c1ccccc1,4.7,20,1,1,0.4,-2,5.7,-2.4,6,-15
CC(=O)Nc1nonc1C(=O)N1CCC(C)CC1,2.9,nt,-23,-2,0.1,4,1.3,-1.4,-10,-13
COC(=O)CSCC(=O)Nc1nnc(-c2ccccc2C)s1,2.2,3,-35,3,1.6,0,5.2,-2.2,0,-4
CCN1CCCC1CNC(=O)c1cc(NC(C)=O)c(N(C)C)cc1OC (configuration not stated),3.0,nt,-14,-2,0.7,-8,1.4,-1.7,-10,-7
CCc1cc(CNC(=O)CC2C(=O)NCCN2Cc2ccc(-c3ccccc3)cc2)on1 (configuration not stated),0.2,-2,24,-1,-1.7,5,2.0,-2.6,2,-11
C=CCSc1nc2ccccc2n1C(=O)/C=C/c1cc(OC)c(OC)c(OC)c1,2.1,-1,15,-10,1.8,-1,1.5,0.5,-4,-5
CC1(c2ccc(Cl)cc2)NC(=O)N(CC(=O)NCc2cccs2)C1=O (configuration not stated),3.1,nt,2,-5,0.3,2,1.4,-1.6,5,1
C=C1c2c(Cl)ccc(O)c2C(O)=C2C(=O)[C@]3(O)C(O)=C(C(N)=O)C(=O)[C@@H](N(C)C)[C@@H]3[C@@H](O)C12 (some centres not stated),103*,-6,-17,9,103*,29,102*,1.3,4,2
O=S(=O)(/C=C/c1ccccc1)n1cnc2ccccc21,-0.2,3,-1,5,0.6,-12,0.2,-2.2,-5,-2
COc1ccc(C)cc1N(C)C(=O)c1coc(=O)c2ccccc12,0.8,2,-27,-5,1.9,-12,1.2,-0.8,-3,12
O=C(NNS(=O)(=O)c1ccccc1)c1sccc1-n1cccc1,1.6,2,-3,1,0.4,-4,1.7,-2.2,4,-10
COc1ccc(CCN(C)CC(=O)Nc2c(C)cc(C)cc2C)cc1OC,1.0,1,2,2,-1.3,-9,1.4,0.5,nt,12
C=CC[C@H](CC(=O)OC(C)(C)C)C(=O)OC[C@@H]1CCCN1C(=O)[C@H](CC=C)CC(=O)N[C@H](CO)Cc1ccccc1,0.4,1,-10,1,-0.8,41,3.8,4.1,3,-2
CN1C(=O)[C@H]2[C@@H](C3CC3)N3C(=O)CN(CC4CC4)C(=O)[C@@]3(C)[C@H]2C1=O,-0.8,-2,nt,2,-3.1,-2,2.6,-1.4,7,-9
COc1cccc(N2CCN(Cc3nc(N)nc(Nc4ccccc4)n3)CC2)c1,-6.8,-8,-13,2,-4.4,0,0.6,-1.2,0,3
O=S1(=O)NC[C@]23C[C@H](c4ccc(F)cc4)[C@@H](C[C@@H]21)O3,-2.1,-1,-3,-2,-2.6,-6,0.2,-0.4,-2,-9

Part of the list above in order of formula weight, low to high.
molecule,AddAB inh,Wnt act,PfHsp90 yeast 2,DAGLB inhibitor,Ecoli viability,Tat export inh,phage Ecoli inh,CAL PDZ inh,Rtt109 HAT inh,PvdQ acylase
O=C(Nc1ccc2c(c1)OCO2)c1ccccc1,4.7,20,1,1,0.4,-2,5.7,-2.4,6,-15
CN(C)S(=O)(=O)c1cccc(NC(=O)CCCSc2ccccc2)c1,1.1,-2,-2,-3,-3.7,5,2.3,-6.0,7,-5
CCCCN(C(=O)CSc1nncn1-c1ccccc1OC)c1c(N)n(Cc2ccccc2)c(=O)[nH]c1=O,-0.6,-1,8,2,1.2,3,3.4,-2.5,11,-8

(next part)
molecule,AddAB inh,Wnt act,PfHsp90 yeast 2,DAGLB inhibitor,Ecoli viability,Tat export inh,phage Ecoli inh,CAL PDZ inh,Rtt109 HAT inh,PvdQ acylase
CCCOC(=O)c1c(NC(=O)C2C3C=CC(C3)C2C(=O)O)sc2c1CCC(C)C2 (configuration not stated),-2.6,-1,13,14,-0.5,-6,0.2,-1.4,0,-10
CN1CCN(C(=S)Nc2cccc(C(F)(F)F)c2)CC1,1.9,1,-5,0,-2.9,-3,3.3,0.2,-6,-10
O=C(O)[C@H]1CCC(=O)N1Cc1ccco1,1.8,3,nt,-1,-3.1,1,2.1,-0.8,-5,2
C/C(CC(=O)NC(C)C)=N\NC(=O)C(c1ccccc1)c1ccccc1,0.6,14,18,-3,-0.3,11,3.3,-2.3,1,-8
CCOc1ccc(NC(=O)CN(C)C(=O)Cn2c(=O)cnc3ccccc32)cc1OCC,0.4,2,-8,1,-1.2,3,2.8,0.1,-5,-15
CCN(CC)CCN(C(=O)c1ccc(S(=O)(=O)N(C)C2CCCCC2)cc1)c1nc2ccc(OC)cc2s1,1.9,-4,0,-4,0.2,4,-0.9,-0.2,5,1
O=C(CS(=O)(=O)Cc1ccccc1)NCc1ccco1,4.0,5,2,-1,-1.3,-10,2.0,-1.6,nt,1
N/C(=N\OC(=O)c1ccccc1Cl)c1ccc(Cl)cc1,4.1,nt,nt,-1,2.4,0,-1.3,-3.3,-6,-12
O=C(NCCN1CCOCC1)c1cc2c(=O)n3ccccc3nc2n1Cc1ccccc1,2.3,-4,-8,5,-1.6,1,-0.2,-4.5,-13,-29
CCN1CCN(c2ncnc3c2sc2nc(N4CCOCC4)c4c(c23)CCC4)CC1,nt,nt,-11,2,nt,-5,1.0,-4.0,-1,-1
NC(=S)N1OC[C@@H]2COc3ccc4ccccc4c3[C@@H]21,-0.2,0,6,0,-1.8,-2,5.8,-0.6,-6,1
CCc1cc(-c2[nH]ncc2-c2nc3ccccc3n2C)c(O)cc1O,7.8,-4,8,2,0.8,-3,3.4,-1.7,4,6
CCOc1ccc(C(=O)Nc2cccc(-c3ccc4nncn4n3)c2)cc1,-1.3,6,4,3,-0.1,0,0.3,-4.5,-10,13
O=C(CNC(=S)N(Cc1ccccc1F)C1CCCCC1)NCC1CCCO1 (configuration not stated),0.6,-9,26,2,1.7,0,0.6,0.3,6,-24
Cc1ccc2nc(N3CCN(C(=O)CCCC(=O)O)CC3)nc(-c3ccccc3)c2c1,0.7,4,-7,3,-0.1,12,1.4,-3.5,-6,-13
C/C(=N\Nc1nncc2ccccc12)c1cccc(OC(F)F)c1,0.6,26,31,-5,-1.4,-5,4.7,-0.2,-5,-18
Cc1ccc(NC(=O)CCn2nc(C)cc2C)cc1,1.6,0,nt,2,-1.3,-8,1.7,-0.5,-4,-21
N#CCCN(C(=O)c1cc2c(s1)-c1ccccc1S(=O)(=O)C2)c1ccccc1,3.7,-2,-6,2,0.7,5,0.0,-2.0,-2,-12
CC(C)OCCCNC(=O)Cn1ccc2cc(S(=O)(=O)N3CCCCCC3)ccc21,3.5,-3,10,2,2.0,10,-0.4,-1.3,-2,-3
CCc1cccc2c(C(=O)COC(=O)c3cccc(S(=O)(=O)N(C)C4CCCCC4)c3)c[nH]c12,-1.2,8,-4,0,-2.7,-2,2.4,-1.5,-4,-16
O=C(O)c1nn(CCSc2ccccc2F)c(=O)c2ccccc12,-1.1,-3,11,-2,0.1,-4,37*,-2.6,2,4
O=[N+]([O-])c1ccccc1S(=O)(=O)Nc1cccc(S(=O)(=O)N2CCCC2)c1,3.5,8,-34,4,0.3,-5,2.2,-0.6,0,-24
